# CHT inh = inhibitors of human choline transporter CHT. High affinity choline transporter 1 (Homo sapiens), Q9GZV3. AID 488975, 2010. B-score at 10 µM. actives 0.86% (n = 310,000). CHT-expressing cells, membrane potential dye, choline response; hits give low values;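 active = B-score over 3 SD under the library average, and starting fluorescence ratio not unusually high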;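 note: choline stimulus applied at its EC90 after an EC20 pre-addition; B-score computed on integrated fluorescence ratio after choline addition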
# KCNQ2 inh = KCNQ2 potassium channel inhibitors, primary screen, cell-based, CHO-K1, FluxOR thallium flux, B-score (AID 2156); actives 1.1% (n = 310,000); B-score at 10 µM; 20 min; hits give low values; Potassium voltage-gated channel subfamily KQT member 2 (Rattus norvegicus), O88943;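 active = fluorescence ratio B-score at most minus 3 library SDs, with starting brightness B-score within 2 library SDs, cut at about -5.5 in these data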
# Target sequence (O88943 whole entry, looked up): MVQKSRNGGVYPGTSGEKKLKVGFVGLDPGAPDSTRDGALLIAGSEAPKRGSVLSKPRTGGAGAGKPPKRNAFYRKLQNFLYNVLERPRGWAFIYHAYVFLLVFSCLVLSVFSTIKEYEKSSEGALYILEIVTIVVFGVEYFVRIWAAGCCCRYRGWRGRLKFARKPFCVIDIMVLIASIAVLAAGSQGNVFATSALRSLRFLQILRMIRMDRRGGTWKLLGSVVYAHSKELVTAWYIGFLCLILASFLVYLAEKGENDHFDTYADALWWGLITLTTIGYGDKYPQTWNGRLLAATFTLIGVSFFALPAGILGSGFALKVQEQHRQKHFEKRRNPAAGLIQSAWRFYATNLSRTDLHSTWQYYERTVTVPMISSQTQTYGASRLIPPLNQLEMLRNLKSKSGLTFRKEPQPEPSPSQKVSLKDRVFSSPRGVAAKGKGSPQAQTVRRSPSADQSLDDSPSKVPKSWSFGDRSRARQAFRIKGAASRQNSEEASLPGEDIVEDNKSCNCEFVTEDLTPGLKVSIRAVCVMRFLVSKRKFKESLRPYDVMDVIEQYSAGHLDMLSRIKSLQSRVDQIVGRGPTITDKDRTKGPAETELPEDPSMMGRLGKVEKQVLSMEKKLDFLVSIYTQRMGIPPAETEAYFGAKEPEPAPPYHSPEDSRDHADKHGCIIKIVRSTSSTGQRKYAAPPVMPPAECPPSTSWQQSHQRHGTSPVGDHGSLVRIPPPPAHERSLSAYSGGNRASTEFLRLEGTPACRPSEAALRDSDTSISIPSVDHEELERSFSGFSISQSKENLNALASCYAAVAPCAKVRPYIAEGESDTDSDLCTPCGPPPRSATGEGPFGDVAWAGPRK
# Kir21 inh = inhibitors of mouse Kir2.1 inward-rectifier potassium channel; HEK293-Kir2.1, FluxOR thallium flux fluorescence; hits give low values; actives 0.85% (n = 310,000); B-score at 10 µM;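 active = fluorescence ratio B-score at or below minus 3 SD of library scores, with starting-brightness B-score within 2 SD, cut at about -4.2 in these data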;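 note: channel flux triggered by added potassium and thallium sulfate stimulus; B-score of peak minus minimum fluorescence over baseline after thallium stimulus; more negative B-score means stronger Kir2.1 block with less thallium influx; some compounds called inactive have numbers as strong as hits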
# The depositor's hits bear a star; i = inactive; . = no result given.
SMILES,CHT inh,KCNQ2 inh,Kir21 inh
CSc1ccc(C2NN=C(c3ccccc3)S2)cc1 (configuration not stated),i,i,-0.19
O=C1c2ccc(Br)cc2C(=O)N1c1ccc(Cc2ccncc2)cc1,.,i,-1.3
O=C(Nc1ccc(S(=O)(=O)N2CCCCC2)cc1)C1CC(=O)N(Cc2ccccc2)C1 (configuration not stated),i,i,-1.1
CN1CCN(C(=O)CNc2ccc(C(F)(F)F)cc2[N+](=O)[O-])CC1,i,i,0.44
CCOc1cc(C2c3c(n[nH]c3C)C(=O)N2c2ccc(C)cc2)ccc1O (configuration not stated),i,i,-1.4
Cc1cccc(N=C2NC(=O)/C(=C/C=C/c3ccco3)S2)c1C,i,i,1.3
COC(=O)c1ccc(Oc2c(F)c(F)nc(N3CCOCC3)c2F)cc1,i,i,-0.51
O=C(COC(=O)c1cccc(-n2cnnn2)c1)c1ccc(F)cc1,i,i,-0.22
COCCCNC(=O)C1CCN(C(=O)c2cc3sccc3n2Cc2ccc(F)cc2)CC1,i,i,-1.5
CCc1cccc(NC(=O)c2sc3nc4n(c(=O)c3c2C)CCC4)c1,i,i,0.61
CCCCN1C(=O)C(=O)N(CC(=O)c2ccc[nH]2)C1=O,i,i,0.65
Cc1ccc2[nH]c(=O)c(C(c3nnnn3CC3CCCO3)N3CCOCC3)cc2c1 (configuration not stated),i,i,-0.52
COC(=O)CN(c1cc(OC)ccc1OC)S(=O)(=O)c1ccc(OC)c(OC)c1,i,i,1.3
Cn1c(N=Nc2ccccc2)nc2ccccc21,i,i,0.21
O=C(CCNC(=O)c1ccccc1Cl)NNC(=O)c1ccccc1O,i,i,-0.69
Cc1ccc2nc(-c3ccc(NC(=O)CSc4nccc(=O)[nH]4)cc3)sc2c1,i,i,2.2
C=CCc1c(C)nc(SC)nc1Nc1ccc(C(C)=O)cc1,i,i,-3.7
NC(=O)COC(=O)[C@@H]1CC(O)CN1S(=O)(=O)c1ccc2c(c1)OCCO2 (some centres not stated),i,i,0.96
CC1(C)CC(=O)C(N=Nc2ccc(Br)cc2)=C(O)C1,i,i,1.7
COc1ccc(COC(=O)c2ccc(Br)c(S(=O)(=O)N3CCOCC3)c2)cc1F,i,i,-0.34

# Among those listed so far, these contain an aryl methoxy group:
SMILES,CHT inh,KCNQ2 inh,Kir21 inh
COC(=O)CN(c1cc(OC)ccc1OC)S(=O)(=O)c1ccc(OC)c(OC)c1,i,i,1.3
COc1ccc(COC(=O)c2ccc(Br)c(S(=O)(=O)N3CCOCC3)c2)cc1F,i,i,-0.34

# Additional results.
SMILES,CHT inh,KCNQ2 inh,Kir21 inh
O=C1CC(=C2c3ccccc3-c3ccccc32)C(=O)N1CCN1CCN(c2ccccc2)CC1,i,i,0.75
CCNC(=O)/C(=C/c1cccc([N+](=O)[O-])c1)NC(=O)c1ccc(C)cc1,i,i,2.4
CCOC(=O)N1CCN(C(=O)C2CCN(S(=O)(=O)N3CCC4(CC3)OCCO4)CC2)CC1,i,i,-0.01
COC/C=C/C1=CC2=CC(=O)C(C)(O)C(=O)C2=CO1 (configuration not stated),i,i,-0.28
CCCCC(CC(C)O)c1n[nH]c(=S)n1-c1ccccc1 (configuration not stated),i,i,0.2
COc1ccc(CCNC(=O)C2CC(c3ccc([N+](=O)[O-])cc3)=NO2)cc1 (configuration not stated),i,i,1.2
O=C(CCSc1ccc(Cl)cc1)c1cccs1,i,i,0.49
O=S(=O)(CCc1nc2ccccc2[nH]1)c1ccc(Cl)cc1,i,i,-3.9
O=C(Cc1ccc(Cl)cc1)Nc1ccc(Br)cc1,i,i,2
NC(=O)c1oc2ccccc2c1NC(=O)C1COc2ccccc2O1 (configuration not stated),i,i,-1.3
CC1CCCC(NC(=O)CCC(=O)c2ccc(F)cc2)C1C (configuration not stated),i,i,-0.7
CCCCCCC(=O)c1c(C)[nH]c(C(=O)OCC)c1C,i,i,-2.3
O=[N+]([O-])c1nn(-c2ccc3c(c2)OCCO3)n(O)c1=NCc1ccc(F)cc1Cl,i,i,-1.6
COc1cccc(C(=O)Nc2ccc(NC(=O)C3CC3)cn2)c1,i,i,-0.74
CCOC(=O)N1CCN(S(=O)(=O)N2CCCC(C(=O)NCCc3ccc(OC)c(OC)c3)C2)CC1 (configuration not stated),i,i,0.01
CCNc1nc(NCC)n2c(SCC(=O)Nc3ccc(NC(C)=O)cc3)nnc2n1,i,i,0.08
COc1ccc(OC)c(/C=N/c2c(-c3ccc(O)c(OC)c3)nc3ccccn23)c1,i,i,1.3
COc1ccc(C2NC(=O)c3sc4nc(C)c(C(C)=O)c(-c5ccc(Cl)cc5)c4c3N2)cc1 (configuration not stated),i,i,-0.95
CC(C)(C)c1ccc(OCCC(=O)NCC(c2cccs2)N2CCOCC2)cc1 (configuration not stated),i,i,-1.2
CCN(CC(=O)Nc1ccc(NC(C)=O)cc1)C(=O)Cc1coc2cc(C)c(C)cc12,i,i,-0.09

# A second format for part of the listing above:
CHT inh	KCNQ2 inh	Kir21 inh	SMILES
i	i	-0.74	COc1cccc(C(=O)Nc2ccc(NC(=O)C3CC3)cn2)c1
i	i	0.01	CCOC(=O)N1CCN(S(=O)(=O)N2CCCC(C(=O)NCCc3ccc(OC)c(OC)c3)C2)CC1 (configuration not stated)

# New compounds follow:
SMILES,CHT inh,KCNQ2 inh,Kir21 inh
O=C(Nc1ccc(F)cc1)c1cnc(-c2ccccc2)nc1-c1ccccc1,i,i,0.35
CCN1C=C(Cc2ccc(OC)cc2)C2=C(C1)C(c1ccc(OC)cc1)C(C#N)=C(N)O2 (configuration not stated),i,i,-1.3
COc1ccc(-c2c([C@H]3[C@@H]4C=CCC[C@@]4(C)C(=O)N3Cc3ccccc3)ccc3ccccc23)cc1OC,i,i,0.24
c1ccc(CNc2nnnn2-c2ccccc2)cc1,i,i,0.48
COC(=O)c1ccccc1NC(=O)CC#N,i,i,0.63
CCn1ccc(-c2ccccc2)c(C#N)c1=O,i,i,0.97
Cc1ccc2nc3c(cc(C(=O)NCCc4ccccc4)c(=N)n3CCCN3CCOCC3)c(=O)n2c1,i,i,0.01
O=C(c1ccc([N+](=O)[O-])cc1)N1CCCC1,i,i,-0.85
C=CCNS(=O)(=O)c1ccc2c(c1)n(C)c(=O)n2C,i,i,-0.67
COc1cc2c(cc1OC)C(c1ccc(Br)cc1)CC(=O)N2 (configuration not stated),i,i,0.74
CCC(NS(=O)(=O)c1ccc(OC)cc1)C(=O)NCCc1ccccc1 (configuration not stated),i,i,-0.15
NC(=O)C(CCC(=O)c1ccc(Br)cc1)S(=O)(=O)c1ccccc1 (configuration not stated),i,i,-0.39
CC(=O)Nc1ccc2nc(CN3CCN(CC(C)C)C(CCO)C3)ccc2c1 (configuration not stated),i,i,0.15
Cc1cccc(NS(=O)(=O)c2cc(C(=O)OCC(=O)Nc3cc(C)on3)ccc2C)c1,i,i,-0.12
O=C(c1ccc2c(c1)OCO2)N1CCN(S(=O)(=O)N2CCCCC2)CC1,i,i,0
CC(C)(C)C1CCC(OC(=O)C[N+]2(C)CCCCC2)CC1 (configuration not stated),i,i,-2.2
CCOc1ccc(Br)cc1S(=O)(=O)Nc1ccc(C(=O)OCC(=O)Nc2ccc(C#N)cc2)cc1,i,i,1.4
CC(C)CCNC(=O)c1ccc(OC2CCN(S(=O)(=O)N(C)C)CC2)cc1,i,i,-0.17
CCCOc1ccc(-c2c(C(=O)N/N=C/c3ccccc3OCC)nnn2-c2nonc2N)cc1,i,i,0.19
O=C(N/N=C/c1cccc2ccccc12)c1cc(C2CC2)[nH]n1,i,i,0.6
O=C(O)CC1SC(=Nc2cccc(C(F)(F)F)c2)NC1=O (configuration not stated),i,i,1.5
O=c1c([N+](=O)[O-])c(N2CCOCC2)c2ccccc2n1Cc1ccccc1,i,i,-0.78
CCCCCC1CC(CC(=O)O)C(=O)O1 (configuration not stated),i,i,1.2
CN(C)CCOC(=O)CC12CC3CC(C1)CC(CC(=O)OCCN(C)C)(C3)C2,i,i,-1.8
O=C(O)c1ccc(Nc2nc(-c3cccnc3)cs2)cc1O,i,i,-0.14
O=C(CSc1nc2c(cnn2-c2ccccc2)c(=O)[nH]1)NC1CCS(=O)(=O)C1 (configuration not stated),i,i,1.1
Cc1c(C(=O)OCC(=O)N2CC(C)OC(C)C2)oc2ccc(Br)cc12 (configuration not stated),i,i,1.3
COC(=O)c1nonc1NCn1nnc2ccccc21,i,i,2.1
CC(=O)C1=C(C)OC(N)=C(C#N)C1c1ccncc1 (configuration not stated),i,i,-2.1
Cn1ccsc1=NC(=O)c1cccc(C#N)c1,i,i,1.1
N#C/C(=C\c1ccc(-c2ccccc2C(=O)O)o1)c1nc2ccccc2[nH]1,i,i,-1.4
O=S(=O)(Nc1cccc2ccccc12)c1cccs1,i,i,-1.4
Nc1c2c(nc3sc4c(c13)CCCC4)CCCCCC2,i,i,1.4
Cc1nn(-c2cccc(C(F)(F)F)c2)c(=O)c2ccccc12,i,i,1.5
CCc1nc(Nc2ccccc2OC)c2oc3ccccc3c2n1,i,i,0.27
Cc1ccc(CC(=O)Nc2ccncc2)cc1,i,i,0.13
Cc1ccc(C2NC(=S)NC3=C2C(=O)CC(C)(C)C3)cc1 (configuration not stated),i,i,0.53
C=CCn1c(SCc2cc([N+](=O)[O-])cc3c2OCOC3)nc2cc(C(=O)O)ccc2c1=O,i,i,-0.78
CCOC(=O)COc1ccc(S(=O)(=O)NCc2ccco2)cc1,-7.6*,i,-0.47
Cc1noc(C)c1CN(C(=S)NC1CC2CCC1C2)c1ccccc1 (configuration not stated),i,i,-0.04
CC(C)Oc1ccc(S(=O)(=O)N2CCOCC2)cc1NC(=O)Cc1cccs1,i,i,0.99
CN1C(=O)C2CN(CCc3ccccc3)CNC2N(C)C1=O (configuration not stated),i,i,1.7
COc1ccc2[nH]cc(CCn3ccc(O)c(C/C=C/c4ccccc4)c3=O)c2c1,i,i,-0.01
COc1ccccc1C(=O)COC(=O)/C(=C/c1ccccc1)NC(C)=O,i,i,3.5
Cc1ccn2c(NC3CCCCC3)c(C(C)C)nc2c1,i,i,0
COC(=O)c1ccc(C(=O)OCc2nc3cc4ccccc4cc3[nH]2)cc1,i,i,1.5
COc1cc2oc3ccccc3c2cc1N(CC(=O)N1CCCCC1)S(=O)(=O)c1ccc(C)cc1,i,i,-0.24
COc1ccc(NC2CCCN(C(=O)Cn3ccc(C)n3)C2)cc1OC (configuration not stated),i,i,1.8
CSCC[C@H](N)C(=O)NCC1CCC(C(=O)Nc2ccc3c(c2)OCO3)CC1 (some centres not stated),i,i,-1.2
CCN1CCC2(CCN(Cc3cn[nH]c3-c3ccc(OC)c(F)c3)C2)C1 (configuration not stated),i,i,2.6
CCOc1ccc2[nH]c(=O)c(C(c3nnnn3CCOC)N3CCOCC3)cc2c1 (configuration not stated),i,i,0.27
COc1ccc(CNC(=O)Nc2ccc([N+](=O)[O-])cc2)cc1,i,i,0.18
COc1ccccc1Oc1ncnc2sccc12,i,i,-0.19
COc1ccc(OCCCC(=O)Nc2cccc(C(C)=O)c2)cc1,i,i,-0.33
O=C(CSc1nnc(-c2ccccc2O)o1)NC1CCCCC1,i,i,0.79
CCC(=O)Nc1ccc(NC(=O)c2cc3ccccc3o2)cc1,i,i,-2.1
CC(NC(=O)CCc1nnc(C2CCCCC2)o1)c1ccc(F)cc1 (configuration not stated),i,i,1.7
CCCS(=O)(=O)N1CCC(C(=O)NCCCN2CCC(Cc3ccccc3)CC2)CC1,i,i,-1.1
O=C(O)CCN1C(=O)c2ccc(NC(=O)CSCc3ccccc3)cc2C1=O,i,i,0.55
O=C(CC(=O)Nc1ccccn1)Nc1ccccn1,i,i,-1

# Another view of part of the listing above:
CHT inh,KCNQ2 inh,Kir21 inh,canonical_smiles
i,i,1.5,COC(=O)c1ccc(C(=O)OCc2nc3cc4ccccc4cc3[nH]2)cc1
i,i,-0.24,COc1cc2oc3ccccc3c2cc1N(CC(=O)N1CCCCC1)S(=O)(=O)c1ccc(C)cc1
i,i,1.8,COc1ccc(NC2CCCN(C(=O)Cn3ccc(C)n3)C2)cc1OC (configuration not stated)
i,i,-1.2,CSCC[C@H](N)C(=O)NCC1CCC(C(=O)Nc2ccc3c(c2)OCO3)CC1 (some centres not stated)
i,i,2.6,CCN1CCC2(CCN(Cc3cn[nH]c3-c3ccc(OC)c(F)c3)C2)C1 (configuration not stated)

# Carrying on.
SMILES,CHT inh,KCNQ2 inh,Kir21 inh
COc1ccccc1CC(=O)NCCc1ccc(S(N)(=O)=O)cc1,i,i,-1.8
CCC(=O)Nc1nnc(S(=O)(=O)N2CCc3ccccc32)s1,i,i,-1.4
COc1ccc(OC)c(S(=O)(=O)Nc2cccc(F)c2)c1,i,i,-1.9
Cc1cc[n+](-c2[nH]c(=O)sc2/C=N/N=C(\[O-])c2ccncc2)cc1C,i,i,-0.55
CCOC(=O)c1c(S(=O)(=O)NCC(C)c2ccccc2)c(C)n(C)c1C (configuration not stated),i,i,-0.22
CN1CCN(C(=S)NC(=O)c2ccco2)CC1,i,i,0.92
CCOc1cc(/C=C2\SC(=N)N(c3nccs3)C2=O)ccc1OCCN1CCOCC1,i,i,1.2
O=C(CC1Sc2ccccc2NC1=O)NCc1ccc(Cl)cc1 (configuration not stated),i,i,-1.9

# From PubChem
